High-throughput results as filed in PubChem BioAssay.
CCHF vOTU inh: CCHFV vOTU protease inhibition. inhibition, % at 11.5 µM. Pep-AMC fluorescence. 0.55% of 370,000 active; in the data active = inhibition above about 30%; note: 0% = vehicle wells with enzyme and 100% = no enzyme wells
BoNT-A LC inh2: blocks Botulinum neurotoxin A light chain protease; inhibition, % at 10 µM; multiplex microsphere protease substrate cleavage, flow cytometry; 0.17% of 360,000 active; note: plate controls were buffer without enzyme for full effect and enzyme alone for no effect
PriA SSB inh: blocks PriA binding to SSB C-terminal tail | AlphaScreen SSBct-PriA binding, biotinylated peptide | inhibition, % at 33 µM | 0.6% of 430,000 active | AID 1272365; in the data active = inhibition mostly above about 37%, no sharp cut-off; inactive = mostly below about 20%;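 note: plate controls were negative control peptide for no effect and reference peptide for full effect; strong numbers were not always called active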
Yp Topo-I inh: blocks Yersinia pestis topoisomerase I activity; Y. pestis Topo-I cleavage product accumulation, plate reader; activity, % at 10 µM; 0.064% of 360,000 active; AID 504884; in the data active = activity above about 50%, passing the limit was not always enough; inconclusive = no clear call, values can overlap the other calls; note: inactives centre near 2
Anthrax LF inh2: anthrax lethal factor protease inhibition. multiplex microsphere protease cleavage assay, LF. 0.12% of 360,000 active. inhibition, % at 10 µM. P15917; note: plate controls were buffer without enzyme for full effect and enzyme alone for no effect
Target sequence (P15917 whole entry, looked up): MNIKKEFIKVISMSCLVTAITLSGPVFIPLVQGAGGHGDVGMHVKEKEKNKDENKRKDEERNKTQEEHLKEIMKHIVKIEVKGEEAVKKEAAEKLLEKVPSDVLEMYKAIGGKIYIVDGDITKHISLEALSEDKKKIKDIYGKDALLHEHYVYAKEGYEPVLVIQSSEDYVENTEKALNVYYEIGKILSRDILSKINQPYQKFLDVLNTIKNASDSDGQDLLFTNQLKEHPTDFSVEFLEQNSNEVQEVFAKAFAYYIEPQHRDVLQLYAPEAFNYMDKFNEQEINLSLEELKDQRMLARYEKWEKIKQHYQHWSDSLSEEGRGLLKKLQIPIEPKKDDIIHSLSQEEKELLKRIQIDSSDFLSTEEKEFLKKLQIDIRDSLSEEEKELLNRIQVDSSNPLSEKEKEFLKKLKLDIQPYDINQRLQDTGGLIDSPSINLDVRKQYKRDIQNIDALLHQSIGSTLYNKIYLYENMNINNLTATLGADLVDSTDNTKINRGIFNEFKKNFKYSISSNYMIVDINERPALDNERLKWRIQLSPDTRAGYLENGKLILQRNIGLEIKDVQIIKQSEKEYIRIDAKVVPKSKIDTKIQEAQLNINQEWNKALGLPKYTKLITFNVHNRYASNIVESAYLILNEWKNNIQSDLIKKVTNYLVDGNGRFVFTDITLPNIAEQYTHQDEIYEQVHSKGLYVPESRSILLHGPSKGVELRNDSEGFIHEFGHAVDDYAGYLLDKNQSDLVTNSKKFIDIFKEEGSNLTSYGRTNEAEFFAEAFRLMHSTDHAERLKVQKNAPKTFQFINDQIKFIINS
PfHsp40 yeast: rescue of PfHsp40-mediated yeast toxicity | S. cerevisiae expressing PfHsp40, growth rescue, ATP luminescence | growth rescue, % at 12.5 µM | 0.68% of 340,000 active; in the data active = growth rescue above about 28%, passing the limit was not always enough; inconclusive = no clear call, values can overlap the other calls;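 note: yeast W303a lacking pdr1 and pdr3 grown in galactose medium; growth measured after three days at 30 °C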
TcdB GH inh: blocks C. difficile toxin B glycohydrolase activity; 0.24% of 350,000 active; TcdB glycohydrolase enzymatic assay, plate reader; P18177; inhibition, % at 9.99 µM; AID 652162; in the data active = inhibition above about 10%
Vc quorum ag: quorum light induction in luxS cqsA deficient V. cholerae; V. cholerae BH1578 lux reporter, luminescence, 6 h; activation, % at 18.7 µM; 0.16% of 350,000 active; AID 588436; in the data active = activation mostly above about 9.7%, no sharp cut-off; inconclusive = no clear call, values can overlap the other calls; inactive = mostly below about 3.7%; note: not every result past the cut was called active; inactives centre near 0; reference of the scale not given here
DUSP3 inh: DUSP3 (human) phosphatase inhibition; P51452; recombinant VHR phosphatase, pNPP absorbance; inhibition, % at 13.3 µM; 0.52% of 290,000 active; AID 1654; in the data active = inhibition above about 50%; note: some compounds called inactive have numbers as strong as hits
Target sequence (P51452 whole entry, looked up): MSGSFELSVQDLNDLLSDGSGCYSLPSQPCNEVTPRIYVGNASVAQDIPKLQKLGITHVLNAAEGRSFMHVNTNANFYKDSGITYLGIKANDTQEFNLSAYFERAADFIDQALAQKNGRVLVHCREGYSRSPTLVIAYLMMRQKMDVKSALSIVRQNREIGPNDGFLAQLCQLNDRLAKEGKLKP
3CLpro inhibitor: SARS-CoV 3CLpro protease inhibition; P0C6X7; recombinant SARS-CoV 3CLpro, quenched FRET peptide cleavage; inhibition, % at 6 µM; 0.14% of 290,000 active; in the data active = inhibition above about 12%
Active calls of the source: *; i = inactive; ? = inconclusive; . = no result given; & = joins results of further samples. Cut-off read from the data, not from the text of the source, unless noted: active = inhibition above about 30%; inconclusive = no clear call, values can overlap the other calls; inactive = below that. Only part of the results is shown, so the mix of outcomes need not match the whole.

mol,CCHF vOTU inh,BoNT-A LC inh2,PriA SSB inh,Yp Topo-I inh,Anthrax LF inh2,PfHsp40 yeast,TcdB GH inh,Vc quorum ag,DUSP3 inh,3CLpro inhibitor
CC(C)(C)NC(=O)NCc1ccco1,-8,-0.1,-7,-3,-2,2.0,0.1,-0.5,-8,-1
COc1cccc(-c2nc(N3CCCCC3C)c3ccccc3n2)c1O (stereo unspecified),16,-1.0,3,22,-4,11,.,-0.3,36,-4
COc1ccc(COC(=O)Oc2ccc(CNC(C)=O)cc2OC)c([N+](=O)[O-])c1,-1,-0.2,-5,8,4,-1.7,1.1,-0.4,.,.
COc1cc2nc(N(CCCN(C)C)C(=O)c3ccc(S(=O)(=O)N4CCc5ccccc5C4)cc3)sc2cc1OC,3,-1.2,18&33,-3,-1,-0.7,1.7,i,.,.
CCCCNC(=O)c1cc2nc3c(c(C(F)(F)F)n2n1)CCc1ccccc1-3,0,-0.1,2,5,3,-1.3,.,-2.6,36,-2
O=C(c1csc2ccccc12)N1CCN(c2ccccn2)CC1,-2,1.3,-1,12,-2,2.0,.,.,24,-4
COc1ccc(CCNC(=O)CN(c2cc([N+](=O)[O-])ccc2OC)S(C)(=O)=O)cc1,-7,-0.7,-15,-12,-3,0.1,0.9,-0.2,15,2
COc1ccc(C(=O)C2CCCN(C(=O)c3cccc(N(C)C)c3)C2)cc1OC (stereo unspecified),1,-0.5,1,18,0,1.2,-0.8,-0.2,79,-5
O=C(NCN1C(=O)C2C3C=CC(C3)C2C1=O)Nc1nccs1 (stereo unspecified),-8,1.4,-3,-8,0,-2.0,.,-5.9,13,0
Cc1[nH]c2ccccc2c1C(=O)COC(=O)C1CCC1,-1,-0.3,-10,9,-2,0.5,-0.1,-2.0,6,4
COc1ccc(C(=O)NC2CC3CCCC(C2)N3Cc2ccccc2)cc1 (stereo unspecified),-3,-2.7,-1,-10,6,-0.6,2.2,0.5,6,-3
Cc1nn(Cc2ccccc2)c(N)c1-c1ccccc1,7,0.2,-7,5,-2,0.5,.,-0.7,30,0
COc1ccc(CSc2nnc(N)s2)cc1F,-16,0.3,4,3,-2,-1.5,.,-3.4,21,1
N#CC1=C(N)N(c2ccccc2)C(=O)C1,4,-0.2,2,-6,0,1.7,.,i,15,3
O=C1CCC(C(=O)N2CCC(O)(c3ccccc3)CC2)CN1CCc1ccccc1 (stereo unspecified),-8,0.6,-2,3,-6,2.7,1.0,-1.5,-8,-1
Cc1c(Br)c([N+](=O)[O-])nn1CC(=O)N1CCN(Cc2ccccc2)CC1,-1,-0.7,-10,4,-3,-0.3,-0.9,0.3,13,-4
Cc1occc1-c1nnc(SCC(=O)Nc2ccc(F)cc2)n1Cc1ccccc1,3,-1.9,-10,5,-1,2.0,5.4,i,13,6
O=c1[nH]cnc(O)c1C(c1ccc(F)cc1)c1c(O)nc[nH]c1=O,-6,-6.8,-13,13,0,-1.6,-0.7,i,-4,3
COc1ccc(CCNC(=O)c2cc(S(=O)(=O)N3CCOCC3)ccc2F)cc1,-1,-0.1,0,-10,8,-0.4,0.4,i,.,.
CCN(c1ccccc1)S(=O)(=O)c1cc(NC(=O)C2CC2)ccc1Cl,-13,-0.7,-2,7,-17,0.2,-0.7,2.8,.,.
C=CCn1c(O)c(C2=c3ccccc3=NC2=O)sc1=Nc1ccc(O)cc1,0,0.3,11,-29,-8,-1.3,1.1,-0.1,10,.
Cc1c(C)n(CCN(C)C)c2ccc(C(=O)OCCN(C)C)cc12,-6,1.5,-8,-5,0,1.9,0.0,i,-46,0
COCCCNC(=O)c1ccc(Cn2c(=O)c3ccccc3n(Cc3ccccc3C#N)c2=O)cc1,-1,0.2,-21,-4,-4,-0.4,.,-0.3,-4,1
CN(Cc1cccs1)C(=O)CCc1c[nH]c2ccccc12,-8,-0.1,4,3,-3,-1.8,0.9,-0.8,5,2
CC(C)[C@H](NC(=O)C1CC(=O)N(c2ccc3c(c2)OCCO3)C1)C(=O)NC1CCCC1 (stereo partly specified),-3,1.3,-18,2,-1,-1.0,2.4,i,3,-9
CCC(=O)N(Cc1ccc(S(N)(=O)=O)cc1)C1CC(=O)N(c2ccc(OC)cc2)C1=O (stereo unspecified),8,-0.2,-10,-1,0,0.4,.,i,-13,3
O=C(Nc1ccccc1N1CCN(C(=O)c2ccc(Cl)cc2)CC1)c1cc2ccccc2o1,-8,0.9,-6,22,2,?,.,-2.0,21,-7
O=C(NCc1ccccc1)c1cc(C2COCCN2C(=O)c2cccs2)on1 (stereo unspecified),1,0.1,.,3,3,.,0.9,i,.,.
C=CCC[C@@H](Cc1ccc(F)cc1)C(=O)OC[C@@H](NC(=O)[C@@H](CC=C)CC(=O)N[C@H](CO)Cc1ccccc1)C(C)(C)C,17,-0.6,6,5,-5,3.9,1.5,i,.,.
CC(C)c1ccc(C2C3=C(CC(C)(C)CC3=O)NC3=C2C(=O)c2ccccc23)cc1 (stereo unspecified),8,0.3,-8,-22,-1,-0.3,-0.7,i,-1,0

2 records drawn at random from those above, as already listed:
mol,CCHF vOTU inh,BoNT-A LC inh2,PriA SSB inh,Yp Topo-I inh,Anthrax LF inh2,PfHsp40 yeast,TcdB GH inh,Vc quorum ag,DUSP3 inh,3CLpro inhibitor
Cc1c(Br)c([N+](=O)[O-])nn1CC(=O)N1CCN(Cc2ccccc2)CC1,-1,-0.7,-10,4,-3,-0.3,-0.9,0.3,13,-4
O=c1[nH]cnc(O)c1C(c1ccc(F)cc1)c1c(O)nc[nH]c1=O,-6,-6.8,-13,13,0,-1.6,-0.7,i,-4,3

Following part
mol,CCHF vOTU inh,BoNT-A LC inh2,PriA SSB inh,Yp Topo-I inh,Anthrax LF inh2,PfHsp40 yeast,TcdB GH inh,Vc quorum ag,DUSP3 inh,3CLpro inhibitor
Cc1cccc(-c2nsc(SCC(=O)NCc3ccco3)n2)c1,7,-2.8,-12,-3,-8,-1.0,.,-0.2,21,5
Cc1ccc(Cc2cc(C)n[nH]c2=O)cc1,-4,.,-7,-2,.,.,0.2,-0.4,12,-6
Cn1nc(C(F)(F)F)c(/C=N/OC(=O)c2ccccc2)c1Cl,-3,0.1,.,-3,1,-0.8,.,i,31,4
COc1cccc2[nH]c3c(=O)n(CCCN4CCOCC4)cnc3c12,-66,-1.0,-11,20,-4,0.6,1.0,-0.4,9,0
Cn1c(-c2ccccc2)c(Sc2ccccc2)c2cc(-c3ccc4[nH]ccc4c3)ccc21,0,0.5,.,.,-1,.,1.6,.,.,.
C/C(=N/N=C1\SCC(=O)N1c1ccccc1)c1ccc(C)cc1,-2,-0.9,.,4,-6,0.1,1.0,-1.2,-30,2
CCc1c(C)c2ccc(OCC(=O)NCC3CCC(C(=O)O)CC3)cc2oc1=O (stereo unspecified),-31,-0.4,-5,0,-10,-0.4,0.1,-0.4,16,2
Cn1c(=O)n(C)c2cc([N+](=O)[O-])c(N3CCN(C(=O)c4ccccc4Cl)CC3)cc21,2,-0.9,-1,6,-2,0.6,.,i,-4,2
CC(C)(C)C(=O)COC(=O)c1ccccc1O,8,-1.8,-10,3,1,-0.6,-1.1,1.2,-18,0
CC(=O)Nc1ccc(NC(=O)C(C)n2c3ccccc3c3nc(=O)cc(C)n32)cc1 (stereo unspecified),-6,-0.3,4,-7,0,0.2,-0.2,-0.4,29,0
O=C(COC(=O)c1ccc(Cl)c(S(=O)(=O)N2CCc3ccccc3C2)c1)Nc1ncc(Cl)cc1Cl,-5,0.2,-8,36,0,9.4,.,-0.1,0,0
COc1ccc(CN2C(=O)CNC2=S)cc1,-3,-2.9,-3,-2,3,-0.4,-0.7,-0.6,34,0
O=C(Nc1ncc2c(n1)CC(c1cccc(Cl)c1)CC2=O)c1ccco1 (stereo unspecified),5,.,6,3,.,1.1,1.0,0.7,-6,-1
Cc1ccc(/C=N/n2c(-c3ccncc3)n[nH]c2=S)s1,-1,?,.,5,8,-0.3,1.2,0.7,9,9
CCOc1ccc2[nH]c(=O)c(CN(Cc3ccco3)C(CC)c3nnnn3Cc3ccccc3)cc2c1 (stereo unspecified),14,1.2,-20,4,2,-0.9,.,4.5,-3,5
O=C(c1ccc(Br)o1)N1N=C(c2ccc(Cl)cc2)CC1c1ccco1 (stereo unspecified),17,1.1,1,8,0,0.8,-1.4,-2.9,6,1
COc1ccc(C(=O)NCCS(=O)(=O)NCc2cccs2)cc1,1,1.3,7,5,4,0.5,1.3,-0.6,.,.
O=C(O)C#Cc1cccc2ccccc12,2,-1.6,3&-1,-3,1,-1.0,-3.5,i,37,-2
COCCNC(=O)c1onc(CSc2cc(C)cc(C)c2)c1C(=O)NCCOC,15,-0.3,-20,12,-3,-0.6,-4.8,0.5,4,.
CCCCCn1c(=O)c(C(=O)NCc2ccccn2)c(O)c2ccccc21,3,-0.5,-1,-5,-3,1.6,.,i,10,-2
Nc1nnc(SCc2nnc(-c3ccccc3)o2)s1,10,-1.0,-3,-1,-1,1.0,-0.2,-0.1,18,0
COc1cccc(NC(=O)CN(C)CC(=O)Nc2ccc(Cl)cc2[N+](=O)[O-])c1,-5,-0.8,27,22,0,2.5,0.4,i,21,5
O=C(CN1CCN(c2ccccc2F)CC1)c1c[nH]c2ccccc12,5,-0.2,-12,-4,2,0.4,.,i,20,2
CC(C)c1ccc(NC2CCCN(C(=O)CCc3cn[nH]c3)C2)cc1 (stereo unspecified),-3,-2.3,-2,9,6,1.5,-1.2,-0.8,7,1
Cc1ccc(C(=O)Nc2ccccc2Sc2ccccc2)cc1,-6,-1.1,-11,7,-1,-0.2,.,-0.1,-4,5
N/C(Cc1ccc([N+](=O)[O-])cc1)=N\OC(=O)c1ccc(Br)cc1,-8,-0.8,.,2,1,10,0.5,-0.2,-1,-3
Cc1nc2c(Br)c(C)nn2c2c1CCC2,-7,-0.4,3,-6,-4,0.9,0.6,-0.4,40,1
COC(=O)C1(C)CCCC2(C)c3cc(OC)ccc3C(=O)C(Br)C12 (stereo unspecified),16,0.4,.,26,-5,.,1.1,-0.7,.,.
CC(C)n1nnnc1C(c1ccc(F)cc1)N1CCN(C2CCCC2)CC1 (stereo unspecified),2,-0.5,2,2,4,-0.4,.,i,7,2
Cc1ccc2[nH]c(C(=O)N/N=C/c3ccc([N+](=O)[O-])cc3)c(C)c2c1,-3,-1.7,.,19,-11,-0.3,1.7,i,24,3
C[C@@H]1CN([C@H](C)CO)C(=O)CCCn2nncc2CO[C@H]1CN(C)S(=O)(=O)c1ccc(-n2cccn2)cc1,-6,-1.2,.,-2,-1,.,0.2&-3.6,-2.4,.,.
CS(=O)(=O)c1ccccc1C(=O)Nc1nc2ccccc2[nH]1,-11,-1.4,3,-2,0,2.1,0.7,i,25,4
CCOc1ccc(/C(O)=C2\C(=O)C(=O)N(c3cc(C)on3)C2c2ccccc2OC)cc1 (stereo unspecified),4,-0.6,.,-8,4,0.1,.,-0.3,4,6
COc1ccccc1C(=O)COC(=O)c1ccccc1O,-5,-0.3,-9,9,-6,-0.4,0.1,-0.2,9,1
COc1cccc(CN(C)C(=O)C2CCCN(C(=O)c3ccc(Cl)cc3)C2)c1 (stereo unspecified),-4,-0.2,.,16,-1,.,0.5,i,.,.
CCCCCCCN1CCC(=O)N(CCO)CC1,11,-0.4,-15,3,-4,0.3,0.7,-0.4,13,-7
CN(C)S(=O)(=O)c1cccc(NC(=O)COC(=O)c2cc3ccccc3oc2=O)c1,-8,0.7,-8,1,16,-0.8,-0.1,2.2,8,-5
COc1cnn(-c2ccc(F)cc2)c(=O)c1Br,-3,0.8,-19,4,-6,-1.1,-1.7,-0.4,-10,-3
Cn1cc(C(=O)O)c(-c2ccc3c(c2)OCCCO3)n1,12,-0.6,1,2,-4,-0.5,1.9,-0.2,5,0
